TcdB GH inh – blocks C. difficile toxin B glycohydrolase activity; P18177; TcdB glycohydrolase enzymatic assay, plate reader; inhibition, % at 9.99 µM; actives 0.24% (n = 350,000); AID 652162; in the data active = inhibition above about 10%
Target sequence (P18177 whole entry, looked up): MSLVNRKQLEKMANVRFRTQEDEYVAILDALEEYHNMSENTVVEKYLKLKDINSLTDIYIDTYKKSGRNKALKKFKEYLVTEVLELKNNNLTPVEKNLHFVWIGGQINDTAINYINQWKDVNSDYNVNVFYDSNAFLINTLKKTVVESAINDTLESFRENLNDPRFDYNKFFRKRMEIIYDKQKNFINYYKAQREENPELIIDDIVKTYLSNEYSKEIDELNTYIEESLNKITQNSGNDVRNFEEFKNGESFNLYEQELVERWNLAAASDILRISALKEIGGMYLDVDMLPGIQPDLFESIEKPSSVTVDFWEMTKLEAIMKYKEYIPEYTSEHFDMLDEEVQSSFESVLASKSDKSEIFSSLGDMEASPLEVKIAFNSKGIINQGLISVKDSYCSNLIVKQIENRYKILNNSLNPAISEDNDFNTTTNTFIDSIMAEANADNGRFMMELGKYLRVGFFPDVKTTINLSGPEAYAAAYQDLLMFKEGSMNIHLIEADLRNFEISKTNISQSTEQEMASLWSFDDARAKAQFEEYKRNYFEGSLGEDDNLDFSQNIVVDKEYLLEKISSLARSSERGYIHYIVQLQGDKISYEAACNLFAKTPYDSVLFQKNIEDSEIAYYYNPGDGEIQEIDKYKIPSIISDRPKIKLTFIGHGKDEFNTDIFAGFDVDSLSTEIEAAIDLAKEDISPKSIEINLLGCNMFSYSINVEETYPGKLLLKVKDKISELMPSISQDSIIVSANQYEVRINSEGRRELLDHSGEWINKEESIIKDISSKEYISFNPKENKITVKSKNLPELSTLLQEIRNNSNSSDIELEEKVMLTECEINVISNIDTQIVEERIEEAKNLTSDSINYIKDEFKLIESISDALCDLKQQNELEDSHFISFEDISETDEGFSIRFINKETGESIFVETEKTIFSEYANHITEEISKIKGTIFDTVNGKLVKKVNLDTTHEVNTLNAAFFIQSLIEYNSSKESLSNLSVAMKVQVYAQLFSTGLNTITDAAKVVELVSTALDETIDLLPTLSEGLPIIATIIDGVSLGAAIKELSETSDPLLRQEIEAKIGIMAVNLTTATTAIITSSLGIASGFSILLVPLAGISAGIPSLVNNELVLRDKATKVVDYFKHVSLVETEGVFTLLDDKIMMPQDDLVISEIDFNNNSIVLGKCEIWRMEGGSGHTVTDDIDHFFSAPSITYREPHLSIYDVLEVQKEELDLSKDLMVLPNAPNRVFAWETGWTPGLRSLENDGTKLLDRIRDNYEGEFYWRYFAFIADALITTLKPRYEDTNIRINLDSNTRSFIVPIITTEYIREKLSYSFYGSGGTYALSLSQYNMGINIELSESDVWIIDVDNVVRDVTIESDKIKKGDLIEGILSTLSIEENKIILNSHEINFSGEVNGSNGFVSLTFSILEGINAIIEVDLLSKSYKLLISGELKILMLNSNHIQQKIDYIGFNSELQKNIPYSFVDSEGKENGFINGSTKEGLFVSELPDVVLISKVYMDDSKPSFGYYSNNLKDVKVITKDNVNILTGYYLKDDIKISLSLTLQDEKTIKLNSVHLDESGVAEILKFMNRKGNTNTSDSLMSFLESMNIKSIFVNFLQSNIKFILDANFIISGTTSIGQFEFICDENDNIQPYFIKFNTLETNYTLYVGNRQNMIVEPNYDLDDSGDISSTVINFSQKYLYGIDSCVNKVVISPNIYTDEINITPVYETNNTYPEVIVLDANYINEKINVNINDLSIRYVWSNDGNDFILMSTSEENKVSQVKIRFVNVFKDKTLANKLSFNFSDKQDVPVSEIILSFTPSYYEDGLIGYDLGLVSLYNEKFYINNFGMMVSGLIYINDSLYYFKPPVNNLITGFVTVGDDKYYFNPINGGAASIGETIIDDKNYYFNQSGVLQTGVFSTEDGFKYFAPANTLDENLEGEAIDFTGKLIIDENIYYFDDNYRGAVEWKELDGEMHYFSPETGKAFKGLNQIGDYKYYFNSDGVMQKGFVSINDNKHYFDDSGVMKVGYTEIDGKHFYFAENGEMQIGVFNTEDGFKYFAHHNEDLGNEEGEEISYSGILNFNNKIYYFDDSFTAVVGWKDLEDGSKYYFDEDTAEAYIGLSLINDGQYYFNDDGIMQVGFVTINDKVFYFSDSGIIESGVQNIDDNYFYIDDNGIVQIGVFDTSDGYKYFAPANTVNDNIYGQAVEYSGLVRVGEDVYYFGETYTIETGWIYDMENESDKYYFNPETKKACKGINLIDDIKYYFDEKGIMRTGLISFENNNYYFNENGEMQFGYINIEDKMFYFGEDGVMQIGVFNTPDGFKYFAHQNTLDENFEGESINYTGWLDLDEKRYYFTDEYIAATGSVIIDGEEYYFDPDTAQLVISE
Active calls of the source: *. A portion of the library, so the mix of outcomes need not match the whole.

The opening four records, to show the layout:
SMILES	TcdB GH inh
O=C(NCc1ccncn1)[C@@H]1[C@@H](CO)[C@@H]2Cn3c(ccc(-c4ccncc4)c3=O)[C@@H]2N1CC1CC1	0.3
Cc1ccc(S(=O)(=O)N(C)C[C@@H]2OCCCC[C@@H](C)Oc3ccc(NC(=O)c4ccncc4)cc3C(=O)N([C@@H](C)CO)C[C@H]2C)cc1	0.4
O=C(Nc1ccc(Cl)c(Cl)c1)N[C@@H]1CC[C@H](CCn2cc(C3CC3)nn2)O[C@@H]1CO	0.1
CC(C)NC(=O)Nc1ccc2c(c1)C(=O)N([C@H](C)CO)C[C@@H](C)[C@@H](CN(C)C(=O)Nc1ccc(C(F)(F)F)cc1)OCCCC[C@@H](C)O2	0.7

The list itself (from the top)
SMILES	TcdB GH inh
O=C(NCc1ccncn1)[C@@H]1[C@@H](CO)[C@@H]2Cn3c(ccc(-c4ccncc4)c3=O)[C@@H]2N1CC1CC1	0.3
Cc1ccc(S(=O)(=O)N(C)C[C@@H]2OCCCC[C@@H](C)Oc3ccc(NC(=O)c4ccncc4)cc3C(=O)N([C@@H](C)CO)C[C@H]2C)cc1	0.4
O=C(Nc1ccc(Cl)c(Cl)c1)N[C@@H]1CC[C@H](CCn2cc(C3CC3)nn2)O[C@@H]1CO	0.1
CC(C)NC(=O)Nc1ccc2c(c1)C(=O)N([C@H](C)CO)C[C@@H](C)[C@@H](CN(C)C(=O)Nc1ccc(C(F)(F)F)cc1)OCCCC[C@@H](C)O2	0.7
C[C@H](O)C#Cc1ccc([C@H]2[C@H]3CN(S(=O)(=O)c4ccccc4)CCCCN3[C@H]2CO)cc1	-1.2
C[C@H]1CN([C@@H](C)CO)S(=O)(=O)c2ccc(-c3cncnc3)cc2O[C@H]1CN(C)Cc1cncnc1	-0.5
COc1cccc(-c2ccc3c(c2)O[C@@H](CN(C)C(=O)c2ccccc2F)[C@H](C)CN([C@@H](C)CO)S3(=O)=O)c1	0.7
O=S(=O)(c1ccc(F)cc1)N1C[C@H]2[C@@H](c3ccccc31)[C@H](CO)N2Cc1ccccc1Cl	-5.3
N#C[C@H]1[C@@H](c2ccc(C3=CCCC3)cc2)[C@@H](CO)N1C(=O)C1CCC1	-1.3
C[C@@H]1CN([C@@H](C)CO)S(=O)(=O)c2ccc(C#C[C@@H](C)O)cc2O[C@@H]1CN(C)C	-0.3
COc1ccc(-c2cc3c(c(-c4ccc(Oc5ccccc5)cc4)n2)[Si](C(C)C)(C(C)C)OC3)cn1	0.6
C[C@@H]1CN([C@@H](C)CO)C(=O)c2cc(NS(=O)(=O)c3ccc(Cl)cc3)ccc2O[C@@H](C)CCCCO[C@H]1CN(C)CC1CC1	0.0
CNC[C@H]1Oc2cc(C#Cc3ccccc3)ccc2S(=O)(=O)N([C@H](C)CO)C[C@@H]1C	1.0
COCC(=O)N1CC(=O)N2[C@H](CO)[C@H](c3ccc(C#Cc4cccc(OC)c4)cc3)[C@@H]2C1	0.5
COC(=O)C[C@H]1CC[C@H]2[C@@H](COc3ccc(NC(=O)c4ccc(C#N)cc4)cc3C(=O)N2C)O1	-1.0
C[C@H](CO)N1C[C@H](C)[C@H](CN(C)C(=O)C2CCC2)Oc2ncc(C#CC3(O)CCCC3)cc2C1=O	0.1
C[C@@H]1CN([C@H](C)CO)C(=O)c2cccc(NS(=O)(=O)c3ccc(F)cc3)c2O[C@@H]1CN(C)S(=O)(=O)c1ccccc1	-0.1
C[C@H]1CCCCO[C@@H](CN(C)C(=O)c2ccccc2)[C@@H](C)CN([C@@H](C)CO)C(=O)c2cc(NC(=O)CCC(F)(F)F)ccc2O1	0.4
C[C@H](CO)N1C[C@H](C)[C@H](CN(C)S(=O)(=O)c2ccccc2)Oc2ncc(C#Cc3ccc(C(F)(F)F)cc3)cc2C1=O	-1.0
C[C@@H]1CN([C@H](C)CO)C(=O)Cc2cc(NC(=O)Cn3cnnn3)ccc2O[C@H]1CN(C)Cc1ccc(Oc2ccccc2)cc1	-0.7
C[C@@H]1CCCCO[C@H](CN(C)S(=O)(=O)c2ccc(Cl)cc2)[C@@H](C)CN([C@@H](C)CO)C(=O)c2cc(NS(=O)(=O)c3ccc(F)cc3)ccc2O1	-13
C[C@H](CO)N1C[C@H](C)[C@H](CN(C)C(=O)CC2CC2)Oc2cc(C#CCC3CCCC3)ccc2S1(=O)=O	0.4
Cc1cc(C(=O)Nc2cccc3c2O[C@H](CN(C)Cc2ccc(C(=O)O)cc2)[C@H](C)CN([C@@H](C)CO)C3=O)n(C)n1	-6.8
O=C(C1CC1)N1[C@@H](CO)[C@@H]2c3ccccc3NC[C@@H]21	-0.2
O=C(C[C@@H]1C[C@@H]2c3cc(NC(=O)Nc4ccccc4)ccc3O[C@@H]2[C@@H](CO)O1)NCC1CC1	-0.8

More entries.
SMILES	TcdB GH inh
C[C@H](O)C#Cc1ccc([C@@H]2[C@@H](CO)N3CCCCN(C(=O)c4cccc(F)c4)C[C@H]23)cc1	-0.1
CCN1[C@H](C(=O)NCCc2ccccc2)[C@@H](CO)[C@@H]2Cn3c(ccc(C4=CCCC4)c3=O)[C@@H]21	-0.3
C[C@@H](NC(=O)C[C@H]1C=C[C@H](NC(=O)C2CCC2)[C@@H](CO)O1)c1ccccc1	-16
CO[C@H]1CN(C)C(=O)c2cc(NS(=O)(=O)c3ccccc3)ccc2OC[C@H](C)N(Cc2ccccn2)C[C@@H]1C	-0.3
C[C@@H]1CCCCO[C@@H](CN(C)S(=O)(=O)c2cccs2)[C@H](C)CN([C@@H](C)CO)C(=O)c2cc(NC(=O)c3ccncc3)ccc2O1	0.5
COc1ccc(NC(=O)Nc2ccc3c(c2)C(=O)N([C@H](C)CO)C[C@H](C)[C@H](CN(C)C(=O)C2CCCCC2)OCCCC[C@@H](C)O3)cc1	-6.6
CN1C(=O)c2cc(NC(=O)c3cccc(C(F)(F)F)c3)ccc2OC[C@@H]2O[C@H](CC(=O)NCCN3CCCC3)CC[C@H]21	0.3
Cc1cc(C(=O)Nc2cccc3c2O[C@@H](CN(C)Cc2ccc(C(F)(F)F)cc2)[C@@H](C)CN([C@H](C)CO)C3=O)n(C)n1	-0.5
CO[C@H]1CN(C)C(=O)c2ccc(NC(=O)C3CC3)cc2OC[C@@H](C)N(Cc2cc(F)ccc2F)C[C@@H]1C	-0.8
COc1ccc(CN(C)C[C@@H]2OCCCC[C@@H](C)Oc3ccc(NS(=O)(=O)c4ccc(Cl)cc4)cc3C(=O)N([C@H](C)CO)C[C@@H]2C)cc1	0.1
CCCC(=O)N1CC2(CN(S(=O)(=O)CC)C2)c2c(n(C)c3cc(OC)ccc23)[C@@H]1CO	0.8
COCC(=O)N1[C@H](CO)[C@@H]2c3ccccc3N(C(=O)c3ccccc3F)C[C@@H]21	-0.4
C[C@@H]1CN([C@H](C)CO)C(=O)c2cccc(NC(=O)c3cnccn3)c2O[C@@H]1CN(C)S(=O)(=O)c1cccs1	1.1
COc1ccc(CN(C)C[C@H]2Oc3ccc(NC(=O)C4CC4)cc3CC(=O)N([C@H](C)CO)C[C@H]2C)cc1	0.1
CN1C(=O)c2cc(NC(=O)c3cscn3)ccc2OC[C@H]2O[C@H](CC(=O)N3CCCCC3)CC[C@@H]21	-0.5
COc1ccc(NC(=O)N(C)C[C@@H]2OCCCC[C@H](C)Oc3ccc(NC(=O)Nc4ccc(F)cc4)cc3C(=O)N([C@H](C)CO)C[C@@H]2C)cc1	-0.2
Cc1noc(C)c1NC(=O)NCC[C@H]1CC[C@@H](NC(=O)Nc2cccc(Cl)c2)[C@H](CO)O1	-0.1
CCN1[C@@H]2Cn3c(ccc(C4=CCCCC4)c3=O)[C@H]1[C@@H](C(=O)NCc1ccccn1)[C@@H]2CO	0.5
CNC[C@H]1OCCCC[C@H](C)Oc2ccc(NC(=O)NC3CCCCC3)cc2C(=O)N([C@@H](C)CO)C[C@@H]1C	0.2
C[C@H](CO)N1C[C@H](C)[C@H](CN(C)S(=O)(=O)c2cccs2)Oc2ccc(NC(=O)CCN3CCOCC3)cc2CC1=O	-12
CCCC#Cc1ccc2c(c1)O[C@H](CN(C)C(C)=O)[C@H](C)CN([C@@H](C)CO)S2(=O)=O	-0.5
CC=Cc1ccc2n(c1=O)C[C@H]1[C@H](CO)[C@@H](C(=O)NCC3CC3)N(Cc3cccnc3)[C@@H]21 (mixture of isomers)	0.0
OC[C@@H]1[C@@H](c2ccc(/C=C/c3ccccc3)cc2)[C@@H]2CN(Cc3cccnc3)CCCCN12	0.0
COc1ccccc1NC(=O)N[C@H]1C=C[C@H](CC(=O)N2CCC(Cc3ccccc3)CC2)O[C@@H]1CO	-22
Cc1ccc(S(=O)(=O)Nc2ccc3c(c2)C(=O)N([C@H](C)CO)C[C@H](C)[C@@H](CN(C)C(=O)Nc2ccccc2)OCCCC[C@H](C)O3)cc1	1.2

Copied from the list.
`CN1C(=O)c2cc(NC(=O)c3cccc(C(F)(F)F)c3)ccc2OC[C@@H]2O[C@H](CC(=O)NCCN3CCCC3)CC[C@H]21` @ TcdB GH inh = 0.3
`CO[C@H]1CN(C)C(=O)c2ccc(NC(=O)C3CC3)cc2OC[C@@H](C)N(Cc2cc(F)ccc2F)C[C@@H]1C` @ TcdB GH inh = -0.8
`OC[C@@H]1[C@@H](c2ccc(/C=C/c3ccccc3)cc2)[C@@H]2CN(Cc3cccnc3)CCCCN12` @ TcdB GH inh = 0.0
`CCCC#Cc1ccc2c(c1)O[C@H](CN(C)C(C)=O)[C@H](C)CN([C@@H](C)CO)S2(=O)=O` @ TcdB GH inh = -0.5
`CC=Cc1ccc2n(c1=O)C[C@H]1[C@H](CO)[C@@H](C(=O)NCC3CC3)N(Cc3cccnc3)[C@@H]21` (mixture of isomers) @ TcdB GH inh = 0.0
`COc1ccccc1NC(=O)N[C@H]1C=C[C@H](CC(=O)N2CCC(Cc3ccccc3)CC2)O[C@@H]1CO` @ TcdB GH inh = -22

Further structures
SMILES	TcdB GH inh
CCN(C[C@H]1N[C@H](CO)[C@@H]1c1ccc(-c2cccc(C#N)c2)cc1)C(C)=O	-0.9
COc1ccc2c3c(n(C)c2c1)[C@H](CO)N(C(=O)Nc1cccc(F)c1)CC31CN(Cc2nccs2)C1	-0.8
CCCN(C)C[C@H]1OCc2cn(nn2)CCCC(=O)N([C@H](C)CO)C[C@H]1C	-3.2
CC(=O)N(C)C[C@H]1Oc2cc(C#CCC3CCCC3)ccc2S(=O)(=O)N([C@@H](C)CO)C[C@H]1C	0.6
C[C@@H]1CCCCO[C@H](CN(C)Cc2ccccc2)[C@H](C)CN([C@H](C)CO)C(=O)c2cc(NS(=O)(=O)c3ccc(F)cc3)ccc2O1	1.0
COc1cccc(-c2cnc3c(c2)C(=O)N([C@@H](C)CO)C[C@@H](C)[C@@H](CN(C)CC2CCOCC2)O3)c1	-0.8
COCC#Cc1cnc2c(c1)C(=O)N([C@@H](C)CO)C[C@H](C)[C@H](CN(C)C(=O)C1CCOCC1)O2	0.5
C[C@@H]1CN([C@H](C)CO)C(=O)c2cc(-c3cccc(F)c3)cnc2O[C@@H]1CN(C)S(C)(=O)=O	-0.6
COc1ccc(NC(=O)N(C)C[C@@H]2OCc3cnnn3CCCC(=O)N([C@@H](C)CO)C[C@@H]2C)c(OC)c1	0.3
C[C@H]1CN([C@@H](C)CO)C(=O)c2cccc(NC(=O)c3ccncc3)c2O[C@@H]1CN(C)C(=O)Nc1ccc(C(F)(F)F)cc1	0.7
CN1CCN(C(=O)C[C@@H]2C=C[C@@H](NS(=O)(=O)c3cccc(F)c3)[C@@H](CO)O2)CC1	-2.9
C[C@@H]1CN([C@@H](C)CO)C(=O)c2cc(NS(=O)(=O)c3cn(C)cn3)ccc2O[C@H]1CN(C)Cc1ccc(C(=O)O)cc1	-0.1
COc1ccc2c3c(n(C)c2c1)[C@H](CO)N(C(C)=O)CC31CCN(C(=O)C2CC2)CC1	-2.7
O=C(C[C@@H]1C=C[C@H](NC(=O)Nc2ccc(C(F)(F)F)cc2)[C@H](CO)O1)NCc1cc(F)cc(F)c1	1.0
COc1ccc(CN(C)C[C@H]2OCCCC[C@@H](C)Oc3ccc(NC(=O)c4ccncc4)cc3C(=O)N([C@@H](C)CO)C[C@@H]2C)cc1	-0.1
C[C@H]1CN([C@@H](C)CO)C(=O)Cc2cc(NC(=O)CCN3CCOCC3)ccc2O[C@H]1CN(C)Cc1ccc(-c2ccccc2)cc1	1.0
CO[C@H]1CN(C)C(=O)c2cc(NS(C)(=O)=O)ccc2OC[C@H](C)N(C(=O)C2CCOCC2)C[C@@H]1C	0.2
Cc1ccccc1-c1ccc([C@@H]2[C@H]3CN(C(=O)c4cccnc4)CCCCN3[C@H]2CO)cc1	-0.2
O=C(NC1CCCCC1)N[C@@H]1CC[C@@H](CC(=O)N2CCOCC2)O[C@H]1CO	-0.3
O=C(C[C@H]1C=C[C@@H](NS(=O)(=O)c2ccc(F)cc2)[C@@H](CO)O1)NCc1ccncn1	-1.1
COc1ccc(S(=O)(=O)N(C)C[C@H]2Oc3ccc(NS(C)(=O)=O)cc3CC(=O)N([C@@H](C)CO)C[C@H]2C)cc1	-0.7
C[C@@H]1CN([C@H](C)CO)C(=O)Cc2cc(NS(=O)(=O)c3cn(C)cn3)ccc2O[C@@H]1CN(C)Cc1ccc(C(=O)Nc2ccccc2N)cc1	-10
COc1ccccc1CN1C[C@H](C)[C@@H](OC)CN(C)C(=O)c2ccc(NC(C)=O)cc2OC[C@H]1C	-0.1
C[C@@H]1CN([C@@H](C)CO)S(=O)(=O)c2ccc(-c3ccccc3)cc2O[C@H]1CN(C)C(=O)Cc1ccccc1	1.9
C[C@H]1CN([C@@H](C)CO)C(=O)c2cc(-c3ccccc3)cnc2O[C@@H]1CN(C)Cc1ccc(C(=O)O)cc1	1.3

Remaining list, next part:
SMILES	TcdB GH inh
O=C(NC1CCCCC1)N[C@H]1CC[C@H](CC(=O)N2CCOCC2)O[C@@H]1CO	0.0
CN1c2ccc(-c3cccc(F)c3)cc2[C@H]2[C@H](CCN2C(=O)C2CCOCC2)[C@H]1CO	2.3
CNC[C@H]1OCCCC[C@H](C)Oc2ccc(NS(=O)(=O)c3ccc(F)cc3)cc2C(=O)N([C@H](C)CO)C[C@H]1C	0.7
C[C@@H]1CCCCO[C@@H](CN(C)S(C)(=O)=O)[C@H](C)CN([C@@H](C)CO)C(=O)c2cc(NC(=O)Nc3ccccc3)ccc2O1	-0.9
O=C(C[C@@H]1CC[C@@H](NS(=O)(=O)c2ccc(F)cc2)[C@H](CO)O1)N1CCC(Cc2ccccc2)CC1	0.2
CCCNC(=O)N1C[C@@H]2[C@H](c3ccccc31)[C@H](CO)N2C(=O)Nc1ccccc1F	0.5
C[C@@H]1CN([C@@H](C)CO)C(=O)c2ccccc2-c2ccccc2CO[C@H]1CN(C)CC1CC1	-0.9

Screening results as filed in PubChem BioAssay.
